# Bioassay records from PubChem.
# Gal4-VP16 FLuc – inhibits Gal4-VP16 luciferase reporter, ROR gamma counter-screen. Drosophila S2 Gal4-VP16 UAS-luciferase, luminescence, 20 h. Potency, µM (highest dose often 53.6 µM), for the others: at the top dose activity, negative = inhibition, actives largely listed as inhibitors. 310,000 compounds, 3.5% hits;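 note: Gal4-VP16 expression switched on by copper sulfate through the metallothionein promoter; % is set by controls: 0 for no effect and ±100 for the full control effect; nearly all actives have a fitted effect of over 50% in size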
# BRCA1 expr act – activators of BRCA1 expression. MCF7-BRCA1-FFLuc reporter, luminescence, 48 h; response scale: scaled: vehicle 0%, 10 µM genistein 100%. Potency, µM (doses to about 46.1 µM), for the others: top-dose activation, most hits filed as activators. 380,000 compounds, 1.1% hits; note: nearly all actives have a fitted effect of over 80% in size; some results filed as inactive show a strong effect at the top dose
#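 Activators of BRCA1 expression were detected as increased firefly luciferase luminescence in engineered MCF7 cells after 48 h compound incubation. Signals were scaled to genistein 10 microM as full activation.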
# MBNL1-CUG inh – inhibitors of human MBNL1 binding to CUG repeat RNA. AID 2675. 280,000 compounds, 0.036% hits. Potency, µM (titrated, usually from 57.5 µM), inactives show at the highest dose activity change, negative = inhibition, most hits filed as inhibitors. Q9NR56. TR-FRET MBNL1-His/biotin-(CUG)12 binding, 665/545 ratio; active = well fitted inhibition curve with a large enough effect in the signal ratio, with a control signal flat, not every such curve was filed as active; inconclusive = small, poorly fitted or top-dose-only effect, or effect the other way, or a change in a side signal; inactive = no such curve, though single readings can be large or run the other way; the % refers to the signal ratio; note: % is set by controls: 0 for no effect and ±100 for the full control effect
# Target sequence (Q9NR56 whole entry, looked up): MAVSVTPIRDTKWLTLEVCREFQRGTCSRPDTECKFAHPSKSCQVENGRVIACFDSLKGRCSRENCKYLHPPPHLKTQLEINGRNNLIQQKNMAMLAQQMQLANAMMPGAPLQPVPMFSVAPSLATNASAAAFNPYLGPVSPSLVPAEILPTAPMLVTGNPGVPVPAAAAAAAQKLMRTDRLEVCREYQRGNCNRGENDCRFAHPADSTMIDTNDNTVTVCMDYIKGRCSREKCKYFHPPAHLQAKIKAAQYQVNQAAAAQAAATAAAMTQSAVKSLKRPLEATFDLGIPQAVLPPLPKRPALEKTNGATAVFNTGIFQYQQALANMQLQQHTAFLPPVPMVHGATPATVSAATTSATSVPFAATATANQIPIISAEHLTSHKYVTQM
#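 Compounds (final 92 nM to 58 uM) are added to His-tagged MBNL1 and biotin-(CUG)12, then terbium anti-His antibody and streptavidin-XL665 (5 nM final). After 60 min at room temperature, the 665/545 nm ratio is read.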
# FLuc counter – inhibits or activates purified firefly luciferase, miR-21 counter-screen; Potency, µM (doses to about 57.5 µM), for inactives: top-dose activity change, negative = inhibition, usual class: inhibitors; 360,000 compounds, 6.9% hits; purified FLuc, Km substrates, luminescence inhibition; P08659; AID 588342;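 note: plate controls were vehicle for no effect and reference inhibitor for full effect; nearly all actives have a fitted effect of over 55% in size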
#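 Biochemical qHTS of compounds, final roughly 60 µM downward over six points, against 10 nM purified firefly luciferase using Km concentrations of substrates (10 uM D-luciferin, 10 uM ATP) in Tris acetate pH 7.5 buffer; luminescence output.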
# Rab9 prom act – Rab9 promoter activation; AID 485297; Potency, µM (doses to about 9.22 µM), inactives show at the highest dose activation, negative = inhibition, actives largely listed as activators; 320,000 compounds, 2.8% hits; Huh7 Rab9 promoter-luciferase reporter, luminescence, 24 h; note: % of control where 0% means no effect; nearly all actives have a fitted effect of over 60% in size
#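 Huh7 reporter line, Rab9 promoter upstream of luciferase. Compound exposure 24 h at 37 °C in reduced-serum medium with 10% FBS. Read-out: luminescence.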
# p53 reactivator – mutant p53 re-activation in reporter cells. H1299 p53-A138V BP100-luciferase reporter, luminescence, 24 h. Potency, µM (top dose mostly 92.2 µM), without a hit: at the highest dose activity change, positive = activation, hits mostly activators. AID 504706. 320,000 compounds, 0.063% hits; note: % of control where 0% means no effect; nearly all actives have a fitted effect of over 45% in size
#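 H1299 (p53-null), stable ts p53-A138V + BP100-Luc; 1000 cells/well, Opti-MEM/10% FBS; cpd 4 pt, 1:5; 24 h, 37 deg C, 5% CO2; detection reagent 10 min RT; luminescence.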
# ELG1 genotox – genotoxicity induction in ELG1-luciferase HEK293T cells. Potency, µM (titrated, usually from 46 µM), inactives show top-dose activity change, positive = activation, actives largely listed as activators. HEK293T ELG1-luciferase reporter, luminescence, 16 h. AID 504466. 330,000 compounds, 1.3% hits; note: % of control where 0% means no effect; nearly all actives have a fitted effect of over 60% in size
#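 Cells (2,000/well) expressing the ELG1-luciferase fusion are dosed by pin tool and kept 16 hr at 37 °C, 5% CO2. Signal comes from ONE-Glo luciferase reagent after 30 min at room temperature.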
# uPA generation – cell surface uPA generation inhibition. Potency, µM (top dose mostly 38.3 µM), without a hit: at the highest dose activity change, negative = inhibition, hits mostly inhibitors. 330,000 compounds, 0.31% hits. cell surface uPA generation assay, qHTS; active = well fitted inhibition curve with a large enough effect; inconclusive = small, poorly fitted or top-dose-only effect; inactive = no such curve, though single readings can be large or run the other way; tested in mouse RAW 264.7 cells; note: % is set by controls: 0 for no effect and ±100 for the full control effect; nearly all actives have a fitted effect of over 55% in size
# NPC1 promoter act – activates the NPC1 promoter; Huh7 NPC1 promoter luciferase reporter, 24 h; Potency, µM (doses to about 9.22 µM), for the others: at the top dose activation, hits mostly activators; 320,000 compounds, 2.4% hits;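 note: % of control where 0% means no effect; nearly all actives have a fitted effect of over 60% in size; reporter is driven by a mutant NPC1 promoter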
#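 Readout is luciferase luminescence, reflecting NPC1 promoter activation in stably transfected Huh7 cells after 24 h compound exposure at 37 °C in reduced-serum medium with 10% FBS.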
# RORg inh – blocks mouse ROR gamma transcriptional activity | 310,000 compounds, 5.4% hits | AID 2551 | Potency, µM (top dose mostly 53.6 µM), for the others: at the top dose activity change, negative = inhibition, most hits filed as inhibitors | P51450 | Drosophila S2 Gal4-RORgamma UAS-luciferase reporter, 20 h; note: % is set by controls: 0 for no effect and ±100 for the full control effect; nearly all actives have a fitted effect of over 60% in size
# Target sequence (P51450 whole entry, looked up, the tested form may be a part): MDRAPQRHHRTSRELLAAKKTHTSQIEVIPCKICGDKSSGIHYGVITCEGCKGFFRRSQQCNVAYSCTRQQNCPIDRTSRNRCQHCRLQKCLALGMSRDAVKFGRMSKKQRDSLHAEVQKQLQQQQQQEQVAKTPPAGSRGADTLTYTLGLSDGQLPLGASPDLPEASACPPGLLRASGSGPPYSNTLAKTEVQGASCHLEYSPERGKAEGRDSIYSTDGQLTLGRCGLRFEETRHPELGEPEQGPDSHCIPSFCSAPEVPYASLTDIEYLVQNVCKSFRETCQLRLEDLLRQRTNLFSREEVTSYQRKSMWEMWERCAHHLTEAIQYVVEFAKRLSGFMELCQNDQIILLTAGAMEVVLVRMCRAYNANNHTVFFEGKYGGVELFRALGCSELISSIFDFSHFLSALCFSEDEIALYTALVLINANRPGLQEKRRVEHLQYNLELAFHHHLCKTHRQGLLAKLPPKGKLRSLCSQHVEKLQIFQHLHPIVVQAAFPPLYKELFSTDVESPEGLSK
#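 Compounds are pin-transferred onto Drosophila Schneider cells expressing a copper-inducible Gal4–ROR gamma transactivation domain fusion. After 1 hr, copper sulfate is added to 700 uM final; luciferase is read 20 hr later.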
# Active calls of the source: *; ? = inconclusive; . = not tested or not shown; [ ] = dose if it differs, or a comment. Unless noted, calls come from the whole dose curve; as a rule, active = well fitted curve in the direction sought with a large enough effect; inconclusive = small, poorly fitted or top-dose-only effect, or another doubt; inactive = no such curve, though single readings can be large; an effect the other way counts as inactive or inconclusive. Potency is the fitted concentration of half-maximal effect.
# Below each compound – Gal4-VP16 FLuc, BRCA1 expr act, MBNL1-CUG inh, FLuc counter, Rab9 prom act, p53 reactivator, ELG1 genotox, uPA generation, NPC1 promoter act, RORg inh
> O=Nc1c(O)n(Cc2c(Cl)cccc2Cl)c2ccccc12
 : -22%, -38%, ?, 5%, 1%, 1%, 3%, -5%, -5%, 10%
> c1ccc(CC2CNc3ccccc3CN2)cc1 (stereo not given)
 : -5%, 0%, 6%, 0%, -3%, -16%, 1%, -1%, -1%, 5%
> COc1ccc(C(=O)NC2CCCCCC2)cc1OC1CCN(C(C)=O)CC1
 : 3%, -1%, -1%, 5%, -2%, -7%, -3%, -11%, -4%, 3%
> CCOc1ccc(N2C(=O)CC(SC(=NC)Nc3ccc(F)cc3)C2=O)cc1 (stereo not given)
 : 1%, -12%, -2%, 2%, -2%, 1%, 9%, 3%, -1%, ?
> COc1cc(/C=C2/C(=O)ON=C2c2ccccc2)ccc1O
 : -89%, -34%, ., 19µM*, -1%, 16%, 3%, 2%, -3%, -15%[10 µM]
> OC1C2(Cc3ccccc3)CN3CCN(C2)CC1(Cc1ccccc1)C3 (stereo not given)
 : -8%, 7%, 1%, 5%, 8%, -1%, 0%, 5%, 1%, 0%
> COc1ccc(/C=C2\SC(=NCc3ccccc3)NC2=O)cc1
 : -7%, -4%, 21%, -13%, -2%, 8%, -1%, -6%, -2%, 43%
> O=C(CNC(=O)c1ccccc1F)OCc1nc2ccc(Cl)cc2n1CCO
 : ., 20%, ., -7%, 2%, -6%, -2%, -16%, 0%, .
> CCOc1ccc(C(=O)NC(C)CCc2ccccc2)cc1 (stereo not given)
 : 16%, 45%, -9%, 0%, 7%, ., 1%, 5%, 5%, -7%
> Cc1ccc(S(=O)(=O)c2ncccc2[N+](=O)[O-])cc1
 : 5.6µM*, -85%, ?, -2%, -12%, -15%, ?, 4µM*, -11%, 5.6µM*
> CCc1c(-c2ccccc2)nc2sc3c(c2c1N)CCCC3
 : -2%, -11%, 16%, 1.7µM*, ?, -2%, -4%, -3%, 26%, -21%
> COc1ccc(NC(=O)C(=O)N/N=C(\C)CC(=O)Nc2cc(C)ccn2)c(OC)c1
 : -6%, 0%, -5%, ?, 0%, -3%, -3%, 11%, -2%, 1%
> CCC(C)NC(=O)COC(=O)c1oc2ccccc2c1CSc1ccc(Cl)cc1 (stereo not given)
 : -3%, -25%, -15%, -1%, 0%, -3%, -3%, 4%, -2%, 32%
> Cc1ccc2nc(C3CCCCC3)[nH]c2c1
 : ?, ?, -6%, 9.5µM*, 2.8µM*, ., ?, -22%, 1.8µM*, ?
> Nc1nc(-c2c(Cl)cccc2Cl)no1
 : 5%, -20%, -19%, 0%, -1%, -6%, -2%, 8%, 0%, 10%
> O=C(Nc1cc(-c2ccccc2)[nH]n1)c1ccccc1F
 : -9%, ?, -2%, 8.5µM*, 1.4µM*, 17%, ?, 0%, 1.8µM*, -42%
> O=C(N/N=C/c1ccncc1)c1cc([N+](=O)[O-])cc([N+](=O)[O-])c1
 : -11%, ?, ?, -1%, -3%, -3%, -3%, -3%, -2%, -33%
> CCC(C)NC(=O)CSc1nc2ccccc2c(=O)n1-c1c(C)n(C)n(-c2ccccc2)c1=O (stereo not given)
 : 0%[10 µM], -22%, -7%, -3%, 12%, 14%, 3%, -2%, -4%, -13%
> Cc1ccsc1/C=C1/C(=O)NN(c2ccccc2)C1=O
 : ?, 39%, ?, 9.5µM*, -4%, -4%, -7%, 2%, ?, ?
> C=CCOc1c(Br)cc(/C=C2/NC(=S)N(C(C)=O)C2=O)cc1OC
 : -8%[10 µM], 17%, 3%, 1.5µM*, -3%, 9%, 23%, -7%, 0%, 23%
> Nc1cc(OC(=O)c2ccco2)nn1S(=O)(=O)c1ccc(F)cc1
 : -8%, 2%, -4%, -11%, -3%, -9%, -2%, -5%, 1%, -4%
> CCc1c(C)nc2c(-c3ccccc3)c(C)[nH]n2c1=O
 : ?, -27%, 2%, -2%, -2%, -12%, -3%, -2%, -4%, 11µM*
> C=CCn1c2ccccc2c2nnc(SCC(=O)O)nc21
 : 2%, -18%, 37%[activator], -2%, 0%, 8%, 0%, 2%, -1%, -20%
> COC(=O)c1ccc(NC(=S)NCc2ccco2)cc1
 : -6%, 75%, 2%, ?, -3%, 6%, -1%, 2%, -2%, ?
> O=S(=O)(/C=C/c1ccccc1)NC1CCCCCCC1
 : 0%, -44%, -17%, 0%, -4%, 17%, 1%, 4%, -1%, 2%
> COc1ccc(NC(=O)Cc2ccc(Cl)cc2)cc1NC(=O)c1ccco1
 : -4%, 1%, -1%, 0%, 4%, -3%, -2%, ., 2%, 8%
> CC(C)OC(=O)CSc1nnc(-c2cnccn2)n1-c1ccc(Cl)cc1
 : 2%, -8%, -17%, 0%, -6%, 0%, -1%, 4%, 7%, 4%
> Cc1cccc(OCC(=O)N/N=C/c2cccn2C)c1
 : 7%, 3%, 23%, -16%, -6%, -2%, 3%, -2%, -4%, 11%
> CCOc1ccc(N2CC(NC(=O)c3ccc4ccccc4c3)CC2=O)cc1 (stereo not given)
 : ., 4%, ., 1%, 0%, -2%, -1%, -21%, -1%, .
> CN(C)C(=O)C1CC(=O)OC12CCCCC2 (stereo not given)
 : 0%, -5%, -4%, 3%, -6%, -1%, -14%, 4%, -6%, 22%

# Some of these compounds in order of their number in p53 reactivator, lowest first:
mol	BRCA1 expr act	MBNL1-CUG inh	Rab9 prom act	p53 reactivator	uPA generation	NPC1 promoter act	RORg inh
O=Nc1c(O)n(Cc2c(Cl)cccc2Cl)c2ccccc12	-38%	?	1%	1%	-5%	-5%	10%
C=CCn1c2ccccc2c2nnc(SCC(=O)O)nc21	-18%	37%[activator]	0%	8%	2%	-1%	-20%
C=CCOc1c(Br)cc(/C=C2/NC(=S)N(C(C)=O)C2=O)cc1OC	17%	3%	-3%	9%	-7%	0%	23%

# The main list resumes, starting four compounds before the break.
# Below each compound – Gal4-VP16 FLuc, BRCA1 expr act, MBNL1-CUG inh, FLuc counter, Rab9 prom act, p53 reactivator, ELG1 genotox, uPA generation, NPC1 promoter act, RORg inh
> CC(C)OC(=O)CSc1nnc(-c2cnccn2)n1-c1ccc(Cl)cc1
 : 2%, -8%, -17%, 0%, -6%, 0%, -1%, 4%, 7%, 4%
> Cc1cccc(OCC(=O)N/N=C/c2cccn2C)c1
 : 7%, 3%, 23%, -16%, -6%, -2%, 3%, -2%, -4%, 11%
> CCOc1ccc(N2CC(NC(=O)c3ccc4ccccc4c3)CC2=O)cc1 (stereo not given)
 : ., 4%, ., 1%, 0%, -2%, -1%, -21%, -1%, .
> CN(C)C(=O)C1CC(=O)OC12CCCCC2 (stereo not given)
 : 0%, -5%, -4%, 3%, -6%, -1%, -14%, 4%, -6%, 22%
> Cc1onc(-c2ccccc2Cl)c1C(=O)NNC(=O)c1ccc(F)cc1
 : -7%, -5%, -2%, -1%, 1%, -1%, -12%, 1%, 3%, -10%
> CN(C)C(=O)N1CCC(C(=O)NCc2ccc(F)cc2)CC1
 : 5%, -8%, 16%, 4%, -6%, 1%, 0%, -22%, -2%, 43%
> CC1CCCC(C)N1C(=O)COC(=O)C(Cc1ccccc1)NC(=O)c1cccs1 (stereo not given)
 : 7%, 5%, -31%, -10%, -4%, 8%, 0%, -7%, -1%, ?
> Cc1ccc([N+](=O)[O-])cc1NC(=O)c1ccc(C(C)(C)C)cc1
 : ?, -58%, 15%, ?, 0%, 0%, -10%, -6%, -4%, ?
> O=C(Cn1cnc2c(NCc3ccccc3)ncnc21)NCCN1CCOCC1
 : ., 6%, ., ., ., 2%, 1%, 6%, ., .
> Cc1nc(N/N=C\c2ccc3c(c2)OCO3)sc1C
 : ?, ?, 11%, 1.9µM*, 0.32µM*, ?, ?, -2%, 1.6µM*, -39%[1.91 µM]
> O=C(CN(C(=O)c1cc2c(s1)CCC2)C1CCCC1)NCc1cccs1
 : -9%, -2%, 0%, -3%, -2%, -1%, -1%, -6%, 1%, 36%
> CCOC(=O)CCc1c(C)c2ccc(OCc3cc([N+](=O)[O-])ccc3OC)c(C)c2oc1=O
 : -9%, ., -16%, -1%, -3%, -3%, ?, ., -5%, 22%
> COCCn1c(SCC(=O)N(C(C)C)C(C)C)nnc1-c1cc2ccccc2cc1O
 : -4%, -23%, 15%, 0%, 1%, -5%, -8%, 8%, 0%, 25%
> Cc1cc(S(=O)(=O)Nc2cccnc2)c(C)s1
 : -11%, -17%, -3%, 1%, -3%, -6%, -3%, -8%, 2%, 8%
> O=C(COC(=O)c1ccc([N+](=O)[O-])cc1Cl)NC(=O)c1ccccc1
 : ., -19%, ., 5%, 3%, 16%, -1%, 2%, 0%, .
> CCC(C)C(NC(=O)C1CCC(C)CC1)C(=O)NCCCN1CCCCC1CC (stereo not given)
 : 8%, 5%, -7%, -1%, -4%, -1%, -5%, -3%, -1%, 6%
> Cc1onc(-c2ccccc2)c1C(=O)Nc1ccc(C(=O)N2CCCCC2)cc1
 : -8%, 5%, 2%, 0%, 0%, 3%, -4%, -13%, 0%, -5%[1.91 µM]
> CCCNC(=O)c1ccccc1NC(=O)c1ccccc1N(C)S(=O)(=O)c1ccc(C)cc1
 : -3%, -70%, -6%, -1%, -5%, 2%, -5%, -13%, -5%, -5%
> CC(O)[C@H]1CNC(=O)C(=O)N1CCc1cc(C(F)(F)F)cc(C(F)(F)F)c1 (stereo not given in full)
 : 6%, -15%, -5%, -1%, -9%, 0%, 3%, 13%, -1%, 1%
